Screening data deposited in PubChem BioAssay by several laboratories.
IMP-1 inh: blocks Pseudomonas aeruginosa IMP-1 metallo-beta-lactamase; purified IMP-1, nitrocefin hydrolysis, epi-absorbance fluorescence; inhibition, % at 5.6 µM; 290,000 compounds, 0.45% hits;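 active = inhibition above the mean plus 3 SD of all compounds in the same screening run, cut at about 4.5% in these data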;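 note: 0% = IMP-1 with DMSO and 100% = DMSO wells lacking enzyme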
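Material – recombinant IMP-1 enzyme, purified · Amount – IMP-1 0.2 nM before substrate addition · Medium – HEPES buffer pH 7.1 with ZnSO4 and Brij 35 · Timing – 25 °C, 15 min preincubation, 25 min reaction · Measured by – plate fluorescence quenching by hydrolysis product, ex 480/em 530 nm · Read-out – percent enzyme inhibition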
PHOSPHO1 inh: inhibitors of human PHOSPHO1 phosphatase | inhibition, % at 13.3 µM | Q8TCT1 | AID 1565 | 290,000 compounds, 1.1% hits | recombinant PHOSPHO1, absorbance phosphatase assay; in the data active = inhibition above about 60%
Target sequence (Q8TCT1 whole entry, looked up): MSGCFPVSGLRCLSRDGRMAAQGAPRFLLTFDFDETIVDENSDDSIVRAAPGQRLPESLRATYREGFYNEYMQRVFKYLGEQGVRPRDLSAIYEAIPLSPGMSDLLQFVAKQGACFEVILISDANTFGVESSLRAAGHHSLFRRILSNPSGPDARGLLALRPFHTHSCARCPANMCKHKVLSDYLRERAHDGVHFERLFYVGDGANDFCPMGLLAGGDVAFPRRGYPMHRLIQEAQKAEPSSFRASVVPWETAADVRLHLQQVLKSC
GalR3 antag: blocks the human galanin receptor 3; AID 651719; HEK293 GalR3-CNG cAMP membrane potential fluorescence; galR3 body fused to GalR1 C-terminus; inhibition, % at 3 µM; 360,000 compounds, 0.44% hits; O60755;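 active = inhibition above the screen-wide average plus 3 SD, cut at about 13% in these data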;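 note: forskolin and galanin both at EC90 stimulate the cells; cAMP rise reported by CNG channel membrane potential dye signal; 0% = forskolin plus galanin with DMSO and 100% = forskolin alone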
Target sequence (O60755 1-299 limits assumed): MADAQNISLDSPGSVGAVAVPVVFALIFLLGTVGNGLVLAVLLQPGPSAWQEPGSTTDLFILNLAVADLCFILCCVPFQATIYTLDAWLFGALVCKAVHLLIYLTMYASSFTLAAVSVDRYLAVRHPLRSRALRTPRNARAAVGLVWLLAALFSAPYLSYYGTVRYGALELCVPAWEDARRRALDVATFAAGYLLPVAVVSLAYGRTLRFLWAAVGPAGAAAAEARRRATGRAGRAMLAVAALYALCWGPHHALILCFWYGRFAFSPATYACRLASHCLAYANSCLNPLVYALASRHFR
V1aR counter: activates human V1a receptor in oxytocin agonist counter-screen; P37288; CHO-V1R cells, Fluo-8 calcium fluorescence, agonist mode; 0% DMSO, 100% 3 nM vasopressin; activation, % at 3 µM; 320,000 compounds, 0.25% hits;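 active = activation above the mean activation of all tested compounds plus 3 SD, per screening run, cut at about 20% in these data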;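 note: signal is peak over basal fluorescence ratio across a 100 second FLIPR read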
VIM-2 inh: inhibitors of Pseudomonas aeruginosa VIM-2 metallo-beta-lactamase. purified VIM-2, nitrocefin hydrolysis, epi-absorbance fluorescence. inhibition, % at 5.6 µM. 290,000 compounds, 0.89% hits. AID 1527;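 active = inhibition above the mean of all tested compounds plus 3 SD, cutoff set per screening run, cut at about 7.5% in these data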;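 note: red hydrolysis product quenches plate fluorescence so inhibitors raise well fluorescence; 0% = enzyme with DMSO and 100% = DMSO without enzyme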
GPR7 antag: human neuropeptides B/W receptor 1 antagonism; P48145; GPR7-expressing cells, fluorescence antagonist assay; AID 1861; 290,000 compounds, 1.1% hits; inhibition, % at 4.4 µM; in the data active = inhibition above about 16%, passing the limit was not always enough;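 note: cells stimulated with the agonist NPW; 0% = agonist with vehicle and 100% = vehicle without agonist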
Target sequence (P48145 whole entry, looked up): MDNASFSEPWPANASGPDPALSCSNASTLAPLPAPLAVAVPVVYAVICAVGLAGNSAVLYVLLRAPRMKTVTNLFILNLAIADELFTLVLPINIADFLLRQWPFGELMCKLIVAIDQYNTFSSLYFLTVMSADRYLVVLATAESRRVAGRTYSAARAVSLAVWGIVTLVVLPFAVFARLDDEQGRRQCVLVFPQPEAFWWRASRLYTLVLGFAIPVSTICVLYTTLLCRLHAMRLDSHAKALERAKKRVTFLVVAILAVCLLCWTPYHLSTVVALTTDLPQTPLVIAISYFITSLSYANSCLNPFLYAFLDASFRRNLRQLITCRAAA
FID counter: displaces DNA intercalator in HCV helicase counter-screen. DNA fluorescent intercalator displacement, fluorescence. inhibition, % at 7.9 µM. 290,000 compounds, 0.17% hits. AID 1845; in the data active = inhibition above about 37%;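 note: 0% = vehicle and 100% = reference compound; higher means more ethidium bromide displaced from hairpin DNA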
NS3 helicase inh: blocks Hepatitis C virus NS3 helicase unwinding; NS3 helicase DNA unwinding, Cy5 molecular beacon fluorescence; inhibition, % at 10.9 µM; 290,000 compounds, 0.56% hits; AID 1800;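 active = inhibition above the mean of all tested compounds plus 3 SD, set per campaign, cut at about 35% in these data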;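 note: 0% = DMSO wells and 100% = thioflavine S control wells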
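Compound dosing – single dose, 10.9 µM nominal final, DMSO 0.8% final · System – NS3 helicase fragment of HCV · Buffer or medium – MOPS pH 6.5, MgCl2, DTT, Tween20, BSA · Signal – Cy5 beacon fluorescence read at start and 1 h · Also added – annealed dual-labelled DNA beacon duplex, ATP-started · Schedule – 1 h at 25 °C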
OXTR agonist: agonists of human oxytocin receptor. CHO-OTR cells, Fluo-8 calcium fluorescence; normalized: DMSO 0%, oxytocin 100%. activation, % at 3 µM. 320,000 compounds, 0.32% hits;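 active = activation above the mean of all tested compounds plus 3 SD, cutoff set per screening run, cut at about 20% in these data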;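 note: peak over basal fluorescence ratio from a 100 s FLIPR kinetic read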
Numbers without * were called inactive; . = not tested or not shown; & = joins results of further samples.

Every second line gives: V1aR counter	FID counter	VIM-2 inh	GPR7 antag	PHOSPHO1 inh	GalR3 antag	OXTR agonist	IMP-1 inh	NS3 helicase inh
CN(C)CCCC(C)(O)C(Cc1ccccc1)c1ccccc1 (stereo unspecified)
  0.9	16.3	-1.7	2.7	-0.3	-7.2	1.1	0.4	-22.3
O=C(NCc1ccc2c(c1)OCO2)C(=O)NCC1OCCCN1S(=O)(=O)c1cc(F)ccc1F (stereo unspecified)
  3.5	-32.1	-1.8	11.2	-10.1	1.4	0.5	0.7	3.6
CS(=O)CCC(NS(=O)(=O)c1ccccc1)C(=O)O (stereo unspecified)
  0.2	4.7	-1.5	-7.7	24.2	-0.6	0.5	-4.9	-9.1
CCc1ccc(-c2nc(CN3CCC(C(=O)N4CCN(c5ccccc5)CC4)CC3)c(C)o2)cc1
  33.9*	25.1	-5.5	23.4*	11.1	-6.7	29.3*	-5.8	-53.5
Nc1ccc(S(=O)(=O)Nc2nc3ccccc3o2)cc1
  0.8	-0.5	-0.2	-4.7	30.5	-5.7	-0.1	0.2	11.6
Cc1ccccc1NC(=O)COC(=O)/C=C/c1cccc(C(F)(F)F)c1
  0.0	-3.1	1.0	-4.2	-4.6	2.5	0.9	-0.8	4.9
O=C(NC1CCCC1)C(c1ccc(F)cc1)N(Cc1ccccc1Cl)C(=O)CCl (stereo unspecified)
  -0.4	-11.5	0.0	2.8	-1.1	-4.7	0.9	-0.9	14.4
Cc1ccc(C)c(N2C(=O)CS/C2=N\NC(=O)c2ccccc2Cl)c1
  1.2	-1.3	-2.6	-4.8	3.2	-9.1	0.2	-2.3	-8.5
CC(=O)Nc1ccc(OC(=O)N2CCCC2)cc1
  0.5	-2.6	0.1	1.7	24.7	-10.8	0.2	-2.2	1.4
CCOc1ccccc1C1C(C#N)=C(N)N(N(C)C)C2=C1C(=O)CCC2 (stereo unspecified)
  -0.6	-8.6	-0.9	17.4	31.6	-4.0	-1.1	-1.2	-11.9

Every second line gives: V1aR counter	FID counter	VIM-2 inh	GPR7 antag	PHOSPHO1 inh	GalR3 antag	OXTR agonist	IMP-1 inh	NS3 helicase inh
CC(=O)OCCc1c(C)nc2nc[nH]n2c1=O
  0.5	-1.2	-1.6	-5.7	5.5	-4.8	2.4	-0.7	-2.0
CCc1cc(=O)oc2c(C)c(OC(C)C(=O)NC3CC(C)(C)NC(C)(C)C3)ccc12 (stereo unspecified)
  0.5	29.3	8.1*	-3.5	15.9	-9.7	0.6	1.5	-2.6
COc1ccc(/C=N/NC(=O)CCCOc2ccc(Cl)cc2Cl)cc1
  -0.4	-8.7	-6.5	-6.7	2.4	0.2	-0.3	-3.0	-22.0
Cc1csc(NC(=O)C(F)(F)F)n1
  2.0	0.4	1.5	-11.8	-5.8	-0.8	1.0	-2.2	-1.3
CS(=O)(=O)N(CC(=O)N1CCCC1)c1cc(Cl)c(Cl)cc1Cl
  0.6	-12.4	-4.8	-3.8	6.8	.	0.5	-1.4	3.9
Cc1ccc(C(=O)Nc2nnc(C3=COCCO3)o2)cc1C
  -0.5	-15.9	-1.9	9.8	-32.7	-3.0	0.2	-1.7	20.0
COc1cc(C(=O)N2CCC(O)(c3ccccc3)CC2)cc(OC)c1OC
  1.8	-13.4	-3.3	5.9	3.0	3.6	0.0	-3.4	6.0
O=C(c1ccco1)N1CCN(c2ccc(F)cc2)CC1
  0.1	-5.7	-6.7	-0.4	45.5	-4.5	0.4	-3.8	4.2
CN1CC(=O)N=C1N
  0.4&0.1	-1.5	-2.7	-13.8	-10.8	-4.2&0.2	-0.3&-0.1	-3.5	1.8
COc1ccccc1-c1nnc2sc(-c3cnccn3)nn12
  0.4	-4.8	-5.7	0.2	-33.6	-6.5	-0.4	-3.6	7.5

Every second line gives: V1aR counter	FID counter	VIM-2 inh	GPR7 antag	PHOSPHO1 inh	GalR3 antag	OXTR agonist	IMP-1 inh	NS3 helicase inh
Cn1c(-c2ccc(F)cc2)cnc1NCc1cccc(F)c1
  0.9	8.2	-1.0	11.5	47.3	-3.4	0.9	-1.0	0.9
O=C(Nc1ccc2c(c1)OCO2)N1CCN(C(=O)C2CCCO2)CC1 (stereo unspecified)
  1.0	0.5	-6.1	-8.9	-5.6	-1.9	-0.8	-5.0	1.8
CCCc1cc(=O)n2nc(N3CCC(C(=O)N4CCN(c5ccc(OC)cc5)CC4)CC3)sc2n1
  5.4	-56.5	-1.8	13.1	63.6*	14.3*	3.7	-4.0	6.5
COc1ccc(C(=O)N/N=C(\C)c2ccc(NC(=O)Cc3ccccc3)cc2)c(OC)c1
  0.8	-7.8	-1.2	-22.1	26.5	-0.6	0.8	-2.2	3.0
Cc1cccc(N2CCN(C(=O)Cc3cn(C)c4ccccc34)CC2)c1C
  -1.4	-29.7	-2.5	11.3	8.2	-5.7	-2.3	-1.7	0.8
O=[N+]([O-])c1ccc(N2CCN(c3ccc(O)cc3)CC2)c(Cl)c1
  3.1	4.2	-0.2	8.8	0.6	-6.0	6.0	-0.9	-2.5
CCCOCCOC(=O)c1[nH]c2c(c1C)C(=O)CC(c1cc(OC)ccc1OC)C2 (stereo unspecified)
  0.1	-7.1	-2.7	20.2*	-4.7	-0.5	-1.2	-2.0	7.1
Cc1ccc(S(=O)(=O)N2CCN(C(C)C(=O)N3CCCc4ccccc43)CC2)cc1 (stereo unspecified)
  -1.0	-29.3	-3.3	0.4	25.7	-2.7	-2.4	-1.2	-10.3
COc1ccc(-c2csc(Nc3cccc(C)n3)n2)cc1
  -0.8	-6.2	-2.0	-12.1	35.7	-12.4	-1.6	-1.1	-6.9
CCc1nonc1NC(=O)COc1cc(C)c(Cl)c(C)c1
  3.7	-4.9	-1.9	-4.8	-15.9	-0.7	-1.1	-2.0	-6.0

Every second line gives: V1aR counter	FID counter	VIM-2 inh	GPR7 antag	PHOSPHO1 inh	GalR3 antag	OXTR agonist	IMP-1 inh	NS3 helicase inh
O=S(=O)(Nc1nc2ccccc2nc1-[n+]1cccc(N=C([O-])c2ccccc2Cl)c1)c1ccccc1
  2.5	-22.0	-0.1	-0.9	12.1	.	0.0	-2.6	10.5
COc1cccc(C2=NOC(C(=O)N3CCN(Cc4ccccc4)CC3)C2)c1OC (stereo unspecified)
  3.5	-19.5	-1.6	-10.3	28.3	-7.8	1.9	-0.8	-3.5
Cc1ccc(NC(=S)N2CCN(S(C)(=O)=O)CC2)cc1C
  .	-5.8	-1.4	-6.0	32.2	-0.4	.	-1.4	2.4
CCCCC12CN3CC(C)(CN(C1)C3c1ccc([N+](=O)[O-])o1)C2=O (stereo unspecified)
  -1.1	-19.2	-1.6	4.1	20.3	-0.5	-1.4	-2.5	25.1
CCCCCNC(=O)c1ccc2c(c1)ncn2-c1ccc(OC)cc1
  -2.2	-37.9	0.9	10.5	20.3	-5.6	-2.2	-1.3	-0.5
Cc1ccc(/C=C/C(=O)c2c(C)cc(C)[nH]c2=O)cc1
  -0.2	-13.8	1.8	-2.7	46.1	.	-0.9	-0.2	4.5
Cc1ccc(S(=O)(=O)NCc2c(-c3ccccc3)c3cc(Cl)ccc3[nH]c2=O)cc1
  0.7	6.3	-2.0	6.2	-18.2	-4.8	-0.3	-0.1	-4.3
Cc1ccc(C2=NC(=O)/C(=C/c3cc(O)c(O)c(Br)c3)S2)cc1
  .	-6.1	-0.7	-9.7	-23.2	-1.3	.	3.4	53.0*
CC(C)CCN(C(=O)Nc1ccc(Cl)cc1)C1CCN(C(C)C)CC1
  1.1	12.2	-4.0	-1.6	8.4	-5.5	2.1	0.1	-10.3
O=C(O)C(Cc1ccc(Cl)cc1)Sc1nc2ccccc2[nH]1 (stereo unspecified)
  .	-22.8	-1.6	-14.7	-14.0	-7.4	.	-5.0	13.7

Every second line gives: V1aR counter	FID counter	VIM-2 inh	GPR7 antag	PHOSPHO1 inh	GalR3 antag	OXTR agonist	IMP-1 inh	NS3 helicase inh
COc1ccc(O)c(CN2CCC(n3nccc3NC(=O)C3CCCC3)CC2)c1
  1.6	0.8	-2.1	11.9	-10.1	-2.5	0.4	-1.2	-32.4
Cc1cccc(N2C(=S)N=C(Nc3c(C)cccc3C)C23CCOC(C)(C)C3)c1 (stereo unspecified)
  5.4	-1.5	-3.6	12.4	6.8	-0.5	-0.4	-5.8	-2.0
C=CCOc1nc(-c2ccccc2Cl)nc2ccccc12
  -1.5	-1.2	-3.0	-5.7	22.5	-2.8	-2.8	-3.9	1.0
c1cc(CSc2nnc(-c3ccc4c(c3)OCO4)o2)ccn1
  2.1	-5.6	-1.7	4.4	16.0	-3.2	0.9	-3.5	-3.8
COc1ccc(C(=O)N[C@H]2COC(C)(C)O[C@H]2c2ccccc2)cc1
  0.9	-10.3	-2.7	-8.3	44.4	1.8	-0.1	-2.2	-0.4
Cc1ccc(CN(C#N)c2nc(C)cc(C)n2)cc1
  -0.9	-11.4	-2.9	14.5	20.6	-1.7	-2.5	-0.8	-1.9
Cc1ccc(Cn2c(=O)n(-c3ccccc3)c(=O)c3ccc(C(=O)NCc4ccco4)cc32)cc1
  0.9	-9.5	-2.1	-16.5	-3.7	-0.5	0.4	-0.9	0.8
Cc1cc(/C=N/Nc2nc(N3CCOCC3)nc(N3CCOCC3)n2)c(C)n1-c1ccccc1
  -0.9	-29.2	-6.4	-7.1	-1.1	-3.8	-1.2	-4.0	0.6
Cc1ccccc1Nc1c(-c2ccccn2)nc2c(C)cccn12
  -1.6	-7.6	-0.8	-10.5	53.0	2.6	-2.5	-5.4	0.6
COc1ccc(OC)c(NC(=S)NCc2ccco2)c1
  0.2	-2.6	1.8	5.0	.	-0.8	-1.4	-1.0	2.4
Cc1c(C(=O)N/N=C/c2cccnc2)nnn1-c1nonc1N
  0.2	-4.4	0.5	5.9	16.1	-8.7	1.2	0.2	-0.1
CC(C)C(=O)c1cn(CC(=O)NCC2CCCO2)c2ccccc12 (stereo unspecified)
  -0.8	1.2	-1.1	-3.5	4.9	-4.4	-0.1	-1.2	3.5

Laid out differently: entries from further up
Cc1cc(/C=N/Nc2nc(N3CCOCC3)nc(N3CCOCC3)n2)c(C)n1-c1ccccc1
  V1aR counter: -0.9
  FID counter: -29.2
  VIM-2 inh: -6.4
  GPR7 antag: -7.1
  PHOSPHO1 inh: -1.1
  GalR3 antag: -3.8
  OXTR agonist: -1.2
  IMP-1 inh: -4.0
  NS3 helicase inh: 0.6
COc1ccc(C(=O)N[C@H]2COC(C)(C)O[C@H]2c2ccccc2)cc1
  V1aR counter: 0.9
  FID counter: -10.3
  VIM-2 inh: -2.7
  GPR7 antag: -8.3
  PHOSPHO1 inh: 44.4
  GalR3 antag: 1.8
  OXTR agonist: -0.1
  IMP-1 inh: -2.2
  NS3 helicase inh: -0.4
